Screening data as filed in PubChem BioAssay.
MmCpn inh = blocks the Methanococcus maripaludis chaperonin Mm-Cpn; 330,000 compounds, 0.031% hits; purified Mm-Cpn ATPase, ADP Transcreener TR-FRET; Potency, µM (titrated, usually from 76.9 µM), for inactives: top-dose activity, negative = inhibition, most hits filed as inhibitors; also: potency is read from the fitted curve at half-maximal effect; % is scaled to controls: 0 for no effect and ±100 for the full control effect; nearly all actives have a fitted effect of over 80% in size
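Inhibition of chaperonin ATP hydrolysis is measured as reduced ADP production, detected by competitive TR-FRET in which signal falls with ADP. Final enzyme 25 nM and ATP 10 uM, reacted 30 min at 37°C.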
HEK293 tox = cytotoxic in the GLP-1 receptor inverse agonist counter-screen; HEK293 cAMP-luciferase reporter cells, luminescence, 24 h; Potency, µM (series often up to 38.3 µM), without a hit: at the highest dose activity change, negative = inhibition, most hits filed as inhibitors; 410,000 compounds, 0.13% hits; AID 624418;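 also: loss of luciferase light is scored as toxicity; potency is read from the fitted curve at half-maximal effect; % is scaled to controls: 0 for no effect and ±100 for the full control effect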
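Compound-treated cells are incubated 24 hr at 37 deg C under 5% CO2 after a 12 hour attachment period, then luciferase detection reagent is added and luminescence is measured following 12 min at room temperature; lowered signal indicates toxicity.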
TDP-43 yeast inh = TDP-43 toxicity inhibition in yeast; TDP-43 expressing yeast growth rescue, BacTiter-Glo, 24 h; Potency, µM (doses to about 46.1 µM), inactives show top-dose growth rescue (activation), most hits filed as activators; 410,000 compounds, 1.8% hits; also: potency is read from the fitted curve at half-maximal effect; % of control where 0% means no effect; nearly all actives have a fitted effect of over 50% in size
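Cell-based yeast growth screen: TDP-43 expression induced in galactose, inoculum OD600=0.02 after raffinose pregrowth to mid-log. Read-out BacTiter-Glo luminescence at 24 hr, 30 deg C; inhibition of toxicity seen as signal increase.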
FUS suppressor = FUS proteinopathy suppression in yeast; S. cerevisiae FUS-expressing, growth rescue, OD600, 24 h; Potency, µM (titrated, usually from 76.6 µM), for the others: at the top dose growth rescue (activation), actives largely listed as activators; 390,000 compounds, 0.24% hits; AID 1347120;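 also: potency is read from the fitted curve at half-maximal effect; plate controls were DMSO vehicle for no effect and reference control for full effect; nearly all actives have a fitted effect of over 55% in size; some results filed as inactive show a strong effect at the top dose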
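Yeast FUS proteinopathy model; galactose-induced FUS (2%), starting OD 0.005. Cpds in dilution series, 24hr, 30C, 99% humidity. Abs 600 nm growth. Pos ctrl CP55940 (top 92uM final); neg ctrl DMSO.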
PTHR1 ag = PTHR1 (human) receptor agonism; 410,000 compounds, 0.075% hits; Potency, µM (titrated, usually from 115 µM), without a hit: at the top dose activation, hits mostly activators; HEK293 GP2 PTHR1 cells, GloSensor cAMP luminescence, 1 h; also: potency is read from the fitted curve at half-maximal effect; nearly all actives have a fitted effect of over 55% in size; some results filed as inactive show a strong effect at the top dose; inactives centre near -15; many of its hits are not listed in these tables
Target sequence (Q03431 whole entry, looked up): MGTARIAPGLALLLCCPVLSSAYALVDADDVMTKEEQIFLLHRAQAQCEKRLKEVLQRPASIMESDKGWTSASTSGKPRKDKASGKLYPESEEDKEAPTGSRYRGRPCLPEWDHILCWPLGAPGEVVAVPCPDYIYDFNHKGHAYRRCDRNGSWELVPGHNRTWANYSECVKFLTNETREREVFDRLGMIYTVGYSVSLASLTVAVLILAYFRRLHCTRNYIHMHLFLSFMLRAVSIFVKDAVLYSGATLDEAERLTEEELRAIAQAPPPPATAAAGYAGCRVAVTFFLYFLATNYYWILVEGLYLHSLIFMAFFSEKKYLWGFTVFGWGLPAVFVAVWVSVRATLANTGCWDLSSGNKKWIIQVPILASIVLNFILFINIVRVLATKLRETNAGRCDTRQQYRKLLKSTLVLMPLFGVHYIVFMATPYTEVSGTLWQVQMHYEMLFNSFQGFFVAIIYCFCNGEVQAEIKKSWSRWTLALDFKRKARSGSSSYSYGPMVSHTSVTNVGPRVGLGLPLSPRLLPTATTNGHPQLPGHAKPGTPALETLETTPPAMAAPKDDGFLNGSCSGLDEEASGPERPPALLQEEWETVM
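HEK-293-derived GP2 cells expressing PTHR1 and a GloSensor cAMP reporter, 3,000/well, plated overnight, given luciferin plus IBMX (each 0.5 mM as added) for 1 h at 37 °C, then compound for 1 h at 37 °C. Luminescence was read after 15 min at room temperature.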
GLP-1R inv ag = inverse agonists of human GLP-1 receptor | P43220 | HEK293 GLP-1R CRE-luciferase, luminescence, 24 h; GLP-1R form is constitutively active | Potency, µM (top dose mostly 38.3 µM), for inactives: at the top dose activity change, negative = inhibition, usual class: inhibitors | 410,000 compounds, 1.6% hits; also: potency is read from the fitted curve at half-maximal effect; % is scaled to controls: 0 for no effect and ±100 for the full control effect; nearly all actives have a fitted effect of over 55% in size
Target sequence (P43220 whole entry, looked up): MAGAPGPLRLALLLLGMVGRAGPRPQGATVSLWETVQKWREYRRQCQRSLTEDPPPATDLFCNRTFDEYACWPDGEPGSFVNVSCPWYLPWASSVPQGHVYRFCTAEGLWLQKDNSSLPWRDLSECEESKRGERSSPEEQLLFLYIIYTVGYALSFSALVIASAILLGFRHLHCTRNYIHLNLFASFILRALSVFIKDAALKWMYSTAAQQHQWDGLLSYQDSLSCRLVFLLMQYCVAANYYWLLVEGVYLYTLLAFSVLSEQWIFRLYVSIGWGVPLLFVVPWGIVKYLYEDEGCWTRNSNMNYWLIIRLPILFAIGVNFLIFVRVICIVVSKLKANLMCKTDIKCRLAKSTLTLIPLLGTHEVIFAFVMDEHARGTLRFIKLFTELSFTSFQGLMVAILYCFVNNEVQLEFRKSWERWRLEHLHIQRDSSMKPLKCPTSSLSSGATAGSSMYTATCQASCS
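Using stably transfected HEK293 (constitutively active GLP-1R, cAMP-luciferase reporter), compounds were incubated 24 hr and luciferase measured by luminescence.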
aSyn rescue = inhibitors of alpha-synuclein toxicity in yeast. Yeast expressing alpha-synuclein, growth rescue, BacTiter-Glo, 24 h. Potency, µM (doses to about 46.1 µM), for inactives: at the top dose growth rescue (activation), hits mostly activators. 370,000 compounds, 0.14% hits; also: potency is read from the fitted curve at half-maximal effect; % of control where 0% means no effect; nearly all actives have a fitted effect of over 65% in size
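Galactose-induced alpha-syn yeast (OD600=0.02, raffinose-pregrown) + pinned cpd, 24 hr, 30 deg C; growth by BacTiter-Glo luminescence. Growth restoration scores as activation.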
pAkt inh = inhibitors of Akt phosphorylation; Neuro2A IGF-stimulated pAkt S473 HTRF, 20 min; hits give low values; 360,000 compounds, 0.32% hits; AID 651550; activity change, % for hits at 50 µM; in the data active = activity change below about -80%; inconclusive = mostly about -51% to -80%; also: % is scaled to controls: 0 for no effect and ±100 for the full control effect
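Neuro2A cells (4,500/well, DMEM with 0.5% FBS) were treated with compound at a single 50 µM final concentration, stimulated with 6 nM IGF for 20 min at 37 °C, and lysed. Phospho-Akt Ser473 was read by HTRF as 665/615 ratio ×10^4.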
Abeta rescue = compounds reversing amyloid beta toxicity in yeast; Potency, µM (highest dose often 46.1 µM), inactives show top-dose growth rescue, most hits filed as activators; 410,000 compounds, 0.063% hits; yeast expressing A-beta42, growth rescue, OD600, 48 h; response scale: 0% DMSO, 100% iron-clioquinol control; also: potency is read from the fitted curve at half-maximal effect; nearly all actives have a fitted effect of over 55% in size
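Yeast A-beta toxicity model in growth medium with pinned compounds, 48 h at 30 C; growth read as absorbance at 600 nm. Normalized to FeCl3/clioquinol equimolar mix (positive) and DMSO (negative).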
The depositor's hits bear a star; i = inactive; ? = inconclusive; · = not tested or not shown; [ ] = another dose, or the depositor's remark. Unless noted, calls follow the shape of the dose curve; as a rule, active = well fitted curve in the direction sought with a large enough effect; inconclusive = small, poorly fitted or top-dose-only effect, or another doubt; inactive = no such curve, though single readings can be large; an effect the other way counts as inactive or inconclusive. These rows are one share of the data, so the mix of outcomes need not match the whole.

SMILES,HEK293 tox,PTHR1 ag,GLP-1R inv ag,MmCpn inh,pAkt inh,FUS suppressor,TDP-43 yeast inh,Abeta rescue,aSyn rescue
CCCc1nnc(NC(=O)c2cn(CC)c3cc(N4CCN(C)CC4)c(F)cc3c2=O)s1,-11%,-4%,6%,0%,i,-26%,23%,12%,2%
Cc1ccc(S(=O)(=O)Nc2ccc(NC(=O)Nc3cccc(C(F)(F)F)c3)cc2)cc1,?,-22%,?,2%,i,?,-5%,5%,6%
O=C1c2ccccc2S(=O)(=O)N1CCCN1C(=O)c2ccccc2S1(=O)=O,-1%,-1%,9%,·,i,-3%,-20%,-3%,-1%
O=C(CCCn1c(=S)[nH]c2cc3c(cc2c1=O)OCO3)N1CCN(c2ccc(F)cc2)CC1,-8%,-33%[inhibitor],?,1%,i,8%,-9%,19%,-17%
CCOc1cc(/C=C2/NC(=O)N(Cc3ccccc3F)C2=O)ccc1O,-28%,-46%[inhibitor],?,-1%,i,20%,17%,16%,-9%
Nc1cccc(-c2nnc3n2CCCCC3)c1,-12%[0.307 µM],-18%,-22%[0.307 µM],0%,i,-11%,10%,-2%,-2%
CCOc1ccc(C(=O)OCC(=O)Nc2nc(OC)cc(OC)n2)cc1OCC,-4%,-31%[inhibitor],3%,-2%,i,17%,5%,17%,0%
CCn1ccnc1CNC(=O)CC1C(=O)NCCN1CC(c1ccccc1)c1ccccc1 (stereo not given),4%,i,-1%,0%,i,3%,-4%,-5%,-11%
CC(=O)c1cccc(NC(=O)N2CCCC2C(=O)Nc2ccc3c(c2)OCCO3)c1 (stereo not given),0%,-2%,20%,1%,i,1%,-11%[0.397 µM],0%,0%
COCCn1c(-c2ccc(Cl)cc2)cnc1SCC(=O)NCCc1ccc(OC)c(OC)c1,2%,-33%[inhibitor],7%,2%,i,18%,-2%,-8%,-1%
Cc1ccc(C)c(Cn2c(=O)n(CCCCC(=O)NCc3ccccc3Cl)c(=O)c3ccccc32)c1,1%,-19%,13%,·,·,-17%,2%,-8%,·
O=S(=O)(Nc1cccc(-c2cn3cccnc3n2)c1)c1ccc(Cl)cc1,-1%,i,8%,?,i,·,-7%,-9%,4%
O=C(Nc1ccc(S(=O)(=O)N2CCOCC2)cc1)c1ccc([N+](=O)[O-])cc1Cl,-4%,-96%[inhibitor],-16%,-1%,i,-10%,21%,9%,1%
COc1ccccc1CNS(=O)(=O)c1ccc2c(c1)oc(=O)n2C,0%,i,1%,1%,i,10%,16%,3%,1%
CS(=O)(=O)N1CCN(c2ccc([N+](=O)[O-])c3cccnc23)CC1,-19%,-3%,13%,0%,i,-12%,9%,10%,12%

Some values from the entries so far:
TDP-43 yeast inh with O=C1c2ccccc2S(=O)(=O)N1CCCN1C(=O)c2ccccc2S1(=O)=O : -20%
HEK293 tox with CCn1ccnc1CNC(=O)CC1C(=O)NCCN1CC(c1ccccc1)c1ccccc1 (stereo not given) : 4%

Continued.
SMILES,HEK293 tox,PTHR1 ag,GLP-1R inv ag,MmCpn inh,pAkt inh,FUS suppressor,TDP-43 yeast inh,Abeta rescue,aSyn rescue
CC1CN(C2CCN(C(=O)COc3ccc(Cl)cc3)CC2)CC(C)O1 (stereo not given),-15%,-16%,-12%,2%,i,-16%,-1%,-4%,20%
Cc1ccc2c(C)nc(N/C(N)=N/S(=O)(=O)c3ccccc3)nc2c1,-2%,-12%,11%,0%,i,0%,-10%,-1%,-3%
COc1ccc(OC)c(S(=O)(=O)Nc2ccc(OCC(=O)O)cc2)c1,-21%,i,3%,1%,i,-20%,5%,-4%,-2%
CN(C(=O)c1ccc(NC(=O)Cc2ccc(NC(=O)C3CCN(C(=O)C4CCCCC4)CC3)cc2)cc1)C1CC1,-15%,0%,1%,1%,i,20%,?,6%,1%
Cc1ccc(/C(N)=N/OC(=O)CCC2CCCCC2)cc1,7%,i,5%,1%,i,4%,-72%[inhibitor],4%,-27%
Cc1ccc2cc3cc(C(=O)NCCN4CCOCC4)oc3nc2c1,6%,-19%[57.5 µM],1%,-3%,i,-14%,-9%,-8%,-6%
O=C(NCc1ccccc1)C(=O)Nc1ccc2nc3n(c(=O)c2c1)CCCCC3,-3%,-12%,5%,·,·,-22%,27%,6%,·
CC1(C)CC(=O)c2sc(NC(=O)C3CC3)nc2C1,1%,-10%,8%,-20%,i,-28%,21%,2%,14%
OCC[C@H]1C[C@@H](O)[C@H](O)[C@@]2(CCc3ccccc3CO2)O1,-5%,10%,8%,2%,i,13%,-12%,9%,0%
N#CC(C#N)=Cc1ccc(NC(=O)c2ccc(Br)cc2)cc1,0%,-18%,-15%,-15%,i,40%,-22%,-25%,-7%
O=C(NCc1ccccc1)Nc1nnc([C@@H]2C[C@H](O)[C@@H](CO)O2)s1,4%,-9%,-15%,·,i,-27%,-3%,-8%,-10%
O=C(NCc1cccnc1)c1sc2ccccc2c1Cl,8%,i,32%[activator],-5%,i,-14%,-17%,-3%,0%
O=C(c1cc(Br)ccc1Cl)N1CCN(c2ncccn2)CC1,-6%,-10%,0%,0%,i,8%,?,-17%,7%
CC(C(=O)NCC(=O)Nc1ccc(F)c(F)c1F)N1CCN(c2ccc(O)cc2)CC1 (stereo not given),-10%,-9%,-18%,-4%,i,22%,-26%,5%,4%
CCc1ccc(CCC(=O)Nc2ccccc2C(=O)O)o1,3%,-69%[inhibitor][57.5 µM],0%,-4%,i,-2%,-4%,8%,-4%
CCN(C[C@H]1N[C@@](C)(C(=O)OC)[C@H]2C(=O)N(C)C(=O)[C@@H]12)C(=O)c1ccc(F)cc1,-7%,i,19%,-1%,i,-27%,9%,-8%,0%
COc1ccc(N2C(=O)CC(Cc3ccccc3OC)C2=O)cc1 (stereo not given),-9%,i,8%,-1%,i,-1%,11%,7%,4%
CC(C)=CCN1CCN(Cc2nc(-c3ccc(F)cc3)cs2)CC1CCO (stereo not given),2%,-12%,?,-1%,i,1%,-13%,13%,4%
Cc1cccc(NC(=O)C2CCN(c3ncnc4c3nc3n4CCCCC3)CC2)n1,-12%,-14%,0%,4%,i,5%,?,9%,4%
C[C@H](NC(=O)c1ccccc1)C(=O)OCC(=O)c1c[nH]c2ccccc12,-18%,-6%,0%,-3%,i,-3%,4%,8%,-5%
COc1ccc(-c2nc3ccc(C)cn3c2CC2CCCCC2)cc1OC,0%,-22%,8%,·,i,6%,20%,1%,-6%
Clc1ccc(CNCCCSc2ncccn2)cc1Cl,-1%,-1%,?,-5%,i,24%,-1%,4%,8%
CCOC(=O)C1CCN(C2CCN(C(=O)c3oc4c(C)c(C)ccc4c3C)CC2)CC1,3%,i,?,1%,i,?,8%,-8%,-1%
CCOc1ccc(CCN2C(=S)N([C@@H](CC(C)C)CN3CCCC3CN3C(=S)NC[C@@H]3Cc3ccc(O)cc3)C[C@@H]2Cc2ccccc2)cc1 (stereo not given in full),1%,i,11µM*,·,i,?,5%,1%,-36%[inhibitor]
CC(=O)Nc1ccc(CNc2nc3cc(-c4ccccc4C)sc3c(=O)n2C)cc1,-19%,0%,?,·,i,?,?,4%,?
Cc1ccc(C(=O)N2CCN(Cc3ccccc3)CC2)o1,3%,-4%,-5%,-4%,i,23%,-6%,5%,-5%
O=C(CSc1ncn[nH]1)Nc1ccc(Br)cc1Br,76%[activator],-48%,22%,-3%,i,·,20%,21%,6%
COc1ccccc1NS(=O)(=O)c1cccc(C(=O)N/N=C/c2ccc([N+](=O)[O-])o2)c1,?,-43%[inhibitor],-13%,0%,i,5%,-8%,0%,-1%
C(#CC1CCCCC1)c1ccc2c(c1)COc1c3ccccc3nn1-2,3%,-4%,3%,0%,i,-9%,2%,-12%,-10%
COc1ccc(Cc2c(-c3ccc(C)cc3)nc3c4ccccc4ccn23)c(C)c1,-4%,i,?,·,i,36%,24%,?,9%
CCc1ccc(NC(=O)CSc2nc3ncc(Br)cc3[nH]2)cc1,-2%,-4%,12%,-5%,i,-12%,-8%,8%,4%
CC1(C)CC(=O)C2=C(C1)N(c1ccccc1)C(N)=C(C#N)C2c1ccccc1 (stereo not given),-22%,i,-7%,0%,i,7%,0%,17%,0%
O=C(COC(=O)/C=C/c1ccccc1Cl)NC(=O)NCc1ccccc1,-24%,i,14%,-1%,i,·,5%,-11%,-3%
COc1ccc(NC(=O)C(=O)N/N=C(\C)CC(=O)Nc2ccccn2)c(OC)c1,-18%,i,-5%,0%,i,6%,-14%,?,0%
CC(C)NC(=O)c1ccc2c(c1)N(CC(=O)NC1CCCCC1)C(=O)C(C)(C)O2,1%,i,0%,0%,i,-16%,16%,-9%,0%
O=C(CN1CCOCC1)NNc1c2ccccc2nc2ccccc12,-24%,-12%,3%,-14%,i,9%,-3%,12%,4%
CCCc1cc(N2CCCC(C(=O)Nc3c(OC)cccc3OC)C2)n2ncnc2n1 (stereo not given),3%,24%,0%,-1%,i,54%,-17%,21%,-2%
